Screening results deposited in PubChem BioAssay by National Center for Advancing Translational Sciences (NCATS).
LDHA block – inhibitors of human lactate dehydrogenase A; 480,000 tested, 0.15% active; purified LDHA, NADH/diaphorase-resazurin fluorescence; hits give low values; activity change, % (values are at about 110 or 230 µM); in the data active = activity change below about -30%; inconclusive = mostly about -25% to -30%;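 note: plate controls were DMSO wells for no effect and wells without enzyme for full effect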
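Human LDH5 (2 nM) was incubated with 0.06 mM NADH and 0.2 mM pyruvate for 5 min at room temperature in Tris pH 7.4. Remaining NADH was coupled through diaphorase/resazurin, and resorufin fluorescence was read at 0 and 20 min.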
POLB inh – DNA polymerase beta (human) inhibition | Pol beta primer extension/strand displacement, fluorescence kinetic | 340,000 tested, 1.3% active | AID 485314 | Potency, µM (titrated, usually from 114 µM), inactives show at the top dose activity change, negative = inhibition, hits mostly inhibitors; note: potency is the fitted concentration of half-maximal effect; % is set by controls: 0 for no effect and ±100 for the full control effect
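Pol beta (10 nM) was preincubated with compound for 15 min at room temperature. The reaction was then started with 50 nM substrate and read immediately and after a further 10 min at room temperature.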
Anesthetic bind – binds horse apoferritin like a general anesthetic | P02791 | apoferritin/1-aminoanthracene competitive binding, fluorescence | Potency, µM (top dose mostly 77.5 µM), inactives show at the top dose activity change, negative = displacement, most hits filed as inhibitors | 350,000 tested, 0.074% active | AID 485281; note: potency is the fitted concentration of half-maximal effect; % is set by controls: 0 for no effect and ±100 for the full control effect; nearly all actives have a fitted effect of over 20% in size
Target sequence (P02791 2-175 limits assumed): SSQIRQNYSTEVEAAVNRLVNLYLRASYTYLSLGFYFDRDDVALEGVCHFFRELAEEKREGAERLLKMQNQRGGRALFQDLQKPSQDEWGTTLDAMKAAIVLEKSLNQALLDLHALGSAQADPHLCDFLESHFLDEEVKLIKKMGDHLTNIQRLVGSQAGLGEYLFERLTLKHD
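Apoferritin-based anesthetic binding model; compound displacement of fluorescent 1-AMA measured as endpoint fluorescence after 10 minutes at room temperature, scaled to free-ligand and complex controls.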
APE1 inh – blocks human APE1 abasic DNA cleavage | P27695 | recombinant APE1, TAMRA/BHQ-2 abasic DNA cleavage fluorescence | Potency, µM (top dose mostly 65.8 µM), for the others: top-dose activity change, negative = inhibition, most hits filed as inhibitors | 350,000 tested, 0.35% active;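 note: potency is the fitted concentration of half-maximal effect; plate controls were vehicle for no effect and reference inhibitor for full effect; nearly all actives have a fitted effect of over 55% in size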
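Measures dequenching upon AP-site incision of a 5'-TAMRA/3'-BHQ-2 THF-containing duplex, 50 nM; human APE1 0.75 nM after 15 min room-temperature exposure to compound; kinetic three-point read at one-minute spacing.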
POLK inh – inhibitors of human DNA polymerase kappa; purified Pol kappa, fluorescent DNA synthesis assay, 10 min; Q9UBT6; Potency, µM (doses to about 107 µM), inactives show top-dose activity, negative = inhibition, actives largely listed as inhibitors; 400,000 tested, 0.53% active; note: potency is the fitted concentration of half-maximal effect; % is set by controls: 0 for no effect and ±100 for the full control effect
Target sequence (Q9UBT6 whole entry, looked up): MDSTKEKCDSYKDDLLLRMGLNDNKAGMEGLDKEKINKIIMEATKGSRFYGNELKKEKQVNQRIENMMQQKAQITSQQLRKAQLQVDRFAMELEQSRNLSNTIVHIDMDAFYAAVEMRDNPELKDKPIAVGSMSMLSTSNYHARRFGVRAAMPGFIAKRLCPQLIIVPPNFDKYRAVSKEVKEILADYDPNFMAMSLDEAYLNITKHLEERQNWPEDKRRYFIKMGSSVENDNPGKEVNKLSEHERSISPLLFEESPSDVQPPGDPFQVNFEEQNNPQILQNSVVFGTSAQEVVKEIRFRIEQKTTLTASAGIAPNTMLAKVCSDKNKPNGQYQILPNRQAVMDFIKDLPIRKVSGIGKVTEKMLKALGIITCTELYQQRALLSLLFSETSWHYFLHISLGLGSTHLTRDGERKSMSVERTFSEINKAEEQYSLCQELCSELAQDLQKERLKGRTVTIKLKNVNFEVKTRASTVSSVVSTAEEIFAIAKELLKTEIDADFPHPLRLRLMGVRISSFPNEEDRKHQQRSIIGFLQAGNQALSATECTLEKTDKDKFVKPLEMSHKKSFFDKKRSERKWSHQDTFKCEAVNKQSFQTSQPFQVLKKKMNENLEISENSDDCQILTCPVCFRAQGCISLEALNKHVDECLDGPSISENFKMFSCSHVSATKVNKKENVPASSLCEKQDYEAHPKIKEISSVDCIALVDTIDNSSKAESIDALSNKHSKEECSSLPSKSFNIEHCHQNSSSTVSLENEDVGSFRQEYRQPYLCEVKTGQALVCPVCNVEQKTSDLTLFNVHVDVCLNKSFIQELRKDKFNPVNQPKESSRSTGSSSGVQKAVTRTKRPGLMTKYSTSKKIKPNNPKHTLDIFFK
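Kinetic fluorescence readout at 0 and 10 min followed reaction start with substrate at 50 nM final. Beforehand, enzyme (10 nM Pol kappa) stood 15 min with compound at room temperature; buffer-only wells were negative controls.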
Pol iota inh – DNA polymerase iota (human) inhibition; Q9UNA4; Potency, µM (highest dose often 115 µM), inactives show at the top dose activity, negative = inhibition, most hits filed as inhibitors; Pol iota fluorescent replication assay, 10 min; AID 588590; 390,000 tested, 1% active; note: potency is the fitted concentration of half-maximal effect
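Pol iota at 10 nM preincubated 15 min with compounds at room temperature; reaction started with fluorescent substrate, 50 nM final. Fluorescence read kinetically at 0 and 10 min; buffer-only wells as negative control.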
POLH inh – DNA polymerase eta (human) inhibition; Potency, µM (doses to about 114 µM), inactives show top-dose activity change, negative = inhibition, actives largely listed as inhibitors; Q9Y253; 390,000 tested, 1.2% active; recombinant Pol eta, fluorescent DNA replication assay; AID 588591; note: potency is the fitted concentration of half-maximal effect; % is set by controls: 0 for no effect and ±100 for the full control effect
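Pol eta (10 nM) was preincubated with compounds for 15 min at room temperature, after which fluorescent replication substrate (50 nM final) was added to start the reaction. Fluorescence was read kinetically at 0 and 10 min.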
Glioma ERSR ind – ER stress response induction in glioma. Potency, µM, for inactives: at the top dose activation, usual class: activators. U87-MG GRP78 promoter luciferase reporter, 16 h. 420,000 tested, 0.02% active. AID 602332; note: potency is the fitted concentration of half-maximal effect; series mostly up to about 76 µM; % of control where 0% means no effect; nearly all actives have a fitted effect of over 35% in size
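ERSR induction read as luciferase luminescence (Bright-Glo, 10 min at room temperature) in stably transfected human U87-MG glioma cells exposed to compounds for 16 h, using GRP78 as sensor.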
BLM helicase inh – blocks DNA unwinding by human BLM helicase | P54132 | recombinant BLM DNA unwinding, fluorescence dequenching | 350,000 tested, 0.2% active | Potency, µM (highest dose often 56.1 µM), inactives show at the highest dose activity change, negative = inhibition, usual class: inhibitors;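 note: potency is the fitted concentration of half-maximal effect; plate controls were vehicle for no effect and no enzyme for full effect; nearly all actives have a fitted effect of over 35% in size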
The depositor's hits bear a star; ? = inconclusive; nt = not tested or not shown; & = joins results of further samples; [ ] = another dose, or the depositor's remark. Unless noted, calls come from the whole dose curve; as a rule, active = well fitted curve in the direction sought with a large enough effect; inconclusive = small, poorly fitted or top-dose-only effect, or another doubt; inactive = no such curve, though single readings can be large; an effect the other way counts as inactive or inconclusive. Some of the compounds tested; count on the stated rates, not on these rows.

#	Glioma ERSR ind	POLH inh	BLM helicase inh	LDHA block	POLK inh	POLB inh	Anesthetic bind	Pol iota inh	APE1 inh	mol
1	1%	-6%	nt	-7	0%	nt	nt	-6%	5%	Cc1ccc(S(=O)(=O)N2C[C@@H]3[C@H]4CC[C@H](C4)[C@@H]3[C@@H](C)[C@@H]2c2ccn([Si](C(C)C)(C(C)C)C(C)C)c2)cc1
2	-2%	-9%	-11%	-4	-4%	20%	-7%	135%[activator]	17%	COc1cc(S(=O)(=O)Nc2ccc(C)cc2)ccc1N=Cc1c(C)[nH]n(-c2ccc(C)cc2)c1=O
3	-4%	-15%	-5%	-6	1%	1%	-17%	6%[58.9 µM]	3%	Cc1cc(C)c(NC(=O)c2ccccc2N(C)S(C)(=O)=O)c(C)c1
4	0%	0%	-5%	3	-3%	28%	-4%	?	nt	CCOC(=O)c1ccc(NS(=O)(=O)c2ccc3c(c2)OCCO3)cc1
5	-4%	4%	1%	-7	-3%	-2%	6%	-21%	22%	COc1ccc(C(=O)NNC(=O)CSc2nnnn2-c2cc(OC)cc(OC)c2)cc1
6	8%	-26%	-4%	2	-12%	4%	-23%	38%[activator]	43%	CCC(C)c1ccc(N(C(=O)c2ccco2)C(C(=O)NC2CCCC2)c2cccnc2)cc1 (configuration not stated)
7	-4%	-11%	0%	3&12	-6%	-1%	nt	18%	-3%	CCc1cc2c(CN3CCN(C)CC3)cc(=O)oc2cc1O
8	-2%	?	-8%	-2	-14%	-3%	-10%	4%	-2%	CCN1C(=O)c2cccc3c(S(=O)(=O)NCCc4c[nH]c5ccccc45)ccc1c23
9	-15%	-6%	-4%	-5	1%	21%	-6%	32%[activator]	24%	Cc1ccc(-c2cc(C(=O)N3CCOCC3)no2)cc1
10	1%	2%	1%	-2	-18%	24%	-14%	3%	-3%	COc1cc(OC)cc(C(=O)Nc2ncc3c(n2)CC(C)(C)CC3=O)c1
11	-2%	-4%	-3%	-7	-17%	18%	5%	81%[activator]	29%	Cc1ccc(S(=O)(=O)NC2(C(F)(F)F)NC(=O)N(c3ccccc3F)C2=O)cc1 (configuration not stated)
12	-5%	?	2%	-4	-11%	0%	-3%	3%	0%	O=C(O)c1csc(-c2ccccc2)n1
13	1%	-17%	-7%	-11	5%	36%	-15%	12%	-4%	C#CCSc1nc(Cc2ccc(Cl)cc2)nc2ccccc12
14	-5%	-5%	nt	0	-8%	nt	nt	23%	5%	O=C(NC1CC(=O)N(c2ccc(Cl)cc2)C1)N1CCN(C(=O)c2ccco2)CC1 (configuration not stated)
15	-2%	-13%	-5%	-6	-12%[60.1 µM]	18%	7%	6%	nt	CCOc1ccc(-n2cc(-c3ccccc3)c3c(N4CCC(C)CC4)ncnc32)cc1
16	0%	-7%	nt	-2	0%	nt	nt	38%[activator]	49%[activator]	COc1ccccc1NC(=O)Cn1ccn(-c2cccc3ccccc23)c(=O)c1=O
17	-4%	4%	-7%	-6	-21%	-2%	-10%	8%	2%	COc1cc(/C=N/N2C(=O)C3C4c5ccccc5C(c5ccccc54)C3C2=O)ccc1O (configuration not stated)
18	0%	-14%	2%	-8	-9%	-13%	-7%	10%	-7%	COC(=O)COc1cc(C)cc2oc(=O)c(CC(=O)OC)c(C)c12
19	-3%	?	-11%	-1	-10%[60.1 µM]	?	-8%	-11%	nt	Cc1ccc(Cn2c(CNS(=O)(=O)c3ccc(C(C)(C)C)cc3)nc3cccnc32)cc1
20	-3%	-9%	-2%	-2	-5%	0%	1%	-7%	-3%	CC(C)(C)n1nnnc1C(c1ccc(F)cc1)N1CCN(Cc2ccc3c(c2)OCO3)CC1 (configuration not stated)
21	-3%	-3%	5%	7&1	7%	3%	-8%	25%	-4%	COc1ccc(NC(=O)C(NC(=O)Cc2cccs2)c2ccc(C)cc2)cc1 (configuration not stated)
22	-2%	-4%	-6%	0	-3%	66%	-11%	-6%	-10%	COC(C(=O)NNS(=O)(=O)c1ccc([N+](=O)[O-])cc1)c1ccccc1 (configuration not stated)
23	-3%	1%	nt	-8	-12%	nt	nt	29%	28%	CCN(C(=O)COC(=O)c1cnc(C)cn1)C1CCS(=O)(=O)C1 (configuration not stated)
24	-1%	-6%	-2%	-6	-43%	-12%	-14%	14%	1%	COc1ccccc1NC(=O)COc1cccc(-n2cnnn2)c1
25	0%	-11%	0%	-8	3%	3%	-3%	1%	-1%	Cn1c(NCc2ccccc2)cc(=O)n(C)c1=O
26	0%	-9%	-2%	-7	-6%	27%	-8%	1%	95%[activator]	COc1ccc(/C=C(/NC(=O)c2ccco2)C(=O)NCCc2ccccc2)cc1
27	-3%	-9%	-2%	-4	-4%	4%	-7%	1%	13%	Cc1cc(C)c2c(CC(=O)Nc3ccc(Cl)cn3)coc2c1
28	-3%	-14%	-7%	3	8%	0%	-5%	?	3%	COc1c(Cl)cc(Cl)cc1C(=O)Nc1ccc(NC(C)=O)cc1
29	-3%	-17%	-6%	-5	2%	5%	0%	-25%[58.9 µM]	22%	N#C/C(=C\c1ccc(F)cc1F)S(=O)(=O)c1ccccn1
30	-1%	-14%	2%	-1	10%	-1%	-11%	17%	92%[activator]	O=C(NCCCN1CCOCC1)c1ccc2c(c1)N(Cc1ccccc1)C(=O)c1ccccc1S2=O (configuration not stated)
31	2%	-16%	-6%	0	-29%	-19%	-19%	39%[activator]	45%	COc1ccccc1NC(=O)CC12CC3CC(CC(Br)(C3)C1)C2
32	-3%	-13%	-5%	-3	-18%	3%	42%[activator]	20%	nt	O=C(NCCc1nc2ccccc2n1Cc1ccc(Cl)cc1)c1ccccc1
33	6%	-9%	1%	20	1%	34%	-10%	6%	-6%	COc1ccc(OC)c(NC(=O)NC2(C(F)(F)F)Oc3ccccc3O2)c1
34	-2%	-9%	1%	-18	3%	3%	-5%	12%	9%	COc1ccc(/C=N\NS(=O)(=O)c2ccc(Cl)cc2)cc1COc1ccccc1[N+](=O)[O-]
35	-6%&-2%	-12%	0%&-1%	0	-2%&13%	-15%	?	4%&7%	0%&-2%	O=S(=O)(NC1CCCC1)c1ccccc1Br
36	5%	10%	-7%	-7	-7%	32%	-6%	13%	2%	O=C(c1cc2ccccc2o1)N1CCCCCC1

Looked up by compound from the list above, two records:
#	Glioma ERSR ind	POLH inh	BLM helicase inh	LDHA block	POLK inh	POLB inh	Anesthetic bind	Pol iota inh	APE1 inh	mol
34	-2%	-9%	1%	-18	3%	3%	-5%	12%	9%	COc1ccc(/C=N\NS(=O)(=O)c2ccc(Cl)cc2)cc1COc1ccccc1[N+](=O)[O-]
33	6%	-9%	1%	20	1%	34%	-10%	6%	-6%	COc1ccc(OC)c(NC(=O)NC2(C(F)(F)F)Oc3ccccc3O2)c1

The list continues.
#	Glioma ERSR ind	POLH inh	BLM helicase inh	LDHA block	POLK inh	POLB inh	Anesthetic bind	Pol iota inh	APE1 inh	mol
37	-2%	-18%	1%	-5	-22%	10%	?	46%[activator]	4%	CCOc1cc(CN2CCCC(C(=O)c3cccc(C(F)(F)F)c3)C2)ccc1O (configuration not stated)
38	0%	-21%	1%	2	0%	27%	-21%	-7%	-3%	CCOc1ccccc1NC(=O)N1CCCC(c2nc3c(nnn3Cc3ccc(C)cc3)c(=O)[nH]2)C1 (configuration not stated)
39	-1%	-18%	3%	-1	-1%	3%	-1%	1%	28%	COCCN(C(=O)Cn1nnc2ccccc21)C(C(=O)NC1CCCC1)c1cc(OC)ccc1OC (configuration not stated)
40	1%	-15%	-9%	7	-10%	0%	-4%	-5%	-4%	CCOC(=O)c1c(NC(=O)c2ccco2)sc2c1CCCCC2
41	7%	nt	-11%	nt	-2%	nt	0%	-1%	-6%	COc1ccc(C2CC(O)(c3ccccc3)Oc3c(C)ccc(C(C)C)c32)cc1 (configuration not stated)
42	-4%	-10%	3%	0	3%	3%	-5%	11%	3%	CCOC(=O)C(NC(=O)c1ccccc1F)(Nc1cc(C)on1)C(F)(F)F (configuration not stated)
43	-3%	-17%	-10%	-2	3%	-1%	-10%	38%[activator]	5%	COc1ccc(C(=O)C[n+]2ccc(N)c(C)c2C)cc1
44	-6%	-22%	2%	-6	5%	24%	-3%	83%[activator]	0%	C=CCSc1nnc(COc2ccc(=O)n(-c3ccccc3)n2)n1CC

Another view of 4 compounds above:
Second line of a record: Glioma ERSR ind	POLH inh	BLM helicase inh	LDHA block	POLK inh	POLB inh	Anesthetic bind	Pol iota inh	APE1 inh
#40 CCOC(=O)c1c(NC(=O)c2ccco2)sc2c1CCCCC2
→ 1%	-15%	-9%	7	-10%	0%	-4%	-5%	-4%
#41 COc1ccc(C2CC(O)(c3ccccc3)Oc3c(C)ccc(C(C)C)c32)cc1 (configuration not stated)
→ 7%	nt	-11%	nt	-2%	nt	0%	-1%	-6%
#42 CCOC(=O)C(NC(=O)c1ccccc1F)(Nc1cc(C)on1)C(F)(F)F (configuration not stated)
→ -4%	-10%	3%	0	3%	3%	-5%	11%	3%
#43 COc1ccc(C(=O)C[n+]2ccc(N)c(C)c2C)cc1
→ -3%	-17%	-10%	-2	3%	-1%	-10%	38%[activator]	5%
